# KCNQ2 inh: KCNQ2 channel blockers in CHO-K1 cells – cell-based, FluxOR thallium flux, B-score, primary screen (AID 2156) | O88943 | 20 min; hits give low values | B-score at 10 µM | actives 1.1% (n = 310,000);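 active = fluorescence ratio B-score at most minus 3 library SDs, with starting brightness B-score within 2 library SDs, cut at about -5.5 in these data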
# Kir21 block: inhibitors of mouse Kir2.1 inward-rectifier potassium channel; B-score at 10 µM; AID 1672; HEK293-Kir2.1, FluxOR thallium flux fluorescence; hits give low values; P35561; actives 0.85% (n = 310,000);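 active = fluorescence ratio B-score at or below minus 3 SD of library scores, with starting-brightness B-score within 2 SD, cut at about -4.2 in these data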;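 note: channel flux triggered by added potassium and thallium sulfate stimulus; B-score of peak minus minimum fluorescence over baseline after thallium stimulus; more negative B-score means stronger Kir2.1 block with less thallium influx; some compounds called inactive have numbers as strong as hits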
# Target sequence (P35561 whole entry, looked up): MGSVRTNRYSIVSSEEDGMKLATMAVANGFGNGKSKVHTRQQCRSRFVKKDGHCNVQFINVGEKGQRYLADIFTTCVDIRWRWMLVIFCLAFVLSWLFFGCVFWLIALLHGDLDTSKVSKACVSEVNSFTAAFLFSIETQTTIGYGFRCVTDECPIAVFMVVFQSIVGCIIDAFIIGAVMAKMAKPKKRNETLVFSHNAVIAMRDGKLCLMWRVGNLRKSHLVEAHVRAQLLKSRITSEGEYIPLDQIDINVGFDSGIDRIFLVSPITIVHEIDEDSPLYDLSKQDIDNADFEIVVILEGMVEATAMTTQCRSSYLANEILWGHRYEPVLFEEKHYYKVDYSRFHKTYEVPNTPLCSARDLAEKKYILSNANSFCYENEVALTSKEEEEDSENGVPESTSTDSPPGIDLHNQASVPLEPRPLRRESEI
# STK33 kinase inh: inhibitors of human STK33 kinase | actives 0.073% (n = 320,000) | purified STK33, MBP phosphorylation, ADP-Glo luminescence | inhibition, % at 10 µM | AID 2661;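 active = inhibition at or above 25%, using the most active replicate where run in duplicate; inactive = inhibition below 25%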
# Target sequence (Q9BYT3 whole entry, looked up): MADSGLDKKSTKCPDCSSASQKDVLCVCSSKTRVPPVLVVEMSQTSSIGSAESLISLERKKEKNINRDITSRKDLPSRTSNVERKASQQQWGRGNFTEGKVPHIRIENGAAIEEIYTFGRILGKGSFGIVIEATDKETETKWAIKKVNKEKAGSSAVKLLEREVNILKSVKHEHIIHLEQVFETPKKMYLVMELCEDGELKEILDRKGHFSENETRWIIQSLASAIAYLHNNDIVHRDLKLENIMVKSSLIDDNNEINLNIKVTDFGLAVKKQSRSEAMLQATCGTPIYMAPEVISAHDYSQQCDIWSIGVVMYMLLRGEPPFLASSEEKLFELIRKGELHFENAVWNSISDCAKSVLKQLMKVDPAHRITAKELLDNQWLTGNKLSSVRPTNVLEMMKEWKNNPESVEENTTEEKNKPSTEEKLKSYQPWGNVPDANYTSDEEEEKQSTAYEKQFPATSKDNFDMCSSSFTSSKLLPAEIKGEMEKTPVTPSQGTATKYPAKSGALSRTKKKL
# Numbers without * were called inactive; i = inactive; · = not tested or not shown.
SMILES,KCNQ2 inh,Kir21 block,STK33 kinase inh
CCOc1ccc(C(C)=O)cc1COC(=O)C(C)N=C1NS(=O)(=O)c2ccccc21 (stereo not given),i,-0.1,-0.1
CCCCN=C1CC(C)(C)CC(=O)/C1=C(/O)CCC,i,-0.33,-1.6
OCCOc1ccc(CN2CCN(CCCc3ccccc3)C(CCO)C2)cc1 (stereo not given),i,-1.81,3.4
CCCCn1c(N)c(N(CC)C(=O)CSc2nnnn2-c2cc(C)ccc2C)c(=O)[nH]c1=O,i,1.51,-2.1
Cc1ccc(C)c(-n2c(C)cc(/C=N/NC(=O)c3c(C)nc4cc(C)ccn34)c2C)c1,i,1.26,0.3
Cc1cccc(-c2nn(-c3ccccc3)cc2C(=O)N(C)CC(=O)Nc2ccc(N3CCOCC3)cc2)c1,i,-1.42,0.7
COc1ccc(Cl)cc1NS(=O)(=O)c1ccc(S(=O)(=O)N2CCCC2)cc1,i,-0.06,-1.5
O=[N+]([O-])c1ccc(Cl)cc1CNc1ccc(F)c(F)c1,i,-1.46,-1.6
Cc1csc(SCC(=O)Nc2ncc(Cl)c(C)c2Cl)n1,i,-1.41,-1.6
CCN(C(=O)COC(=O)c1cc(=O)[nH]c2ccccc12)C1CCS(=O)(=O)C1 (stereo not given),i,-3.78,-0.7
Cc1snc2sc(C(=O)c3ccc(F)cc3)c(N)c12,i,1.46,-1.4
O=C(c1ccc(N2CCCCC2)c([N+](=O)[O-])c1)N1CCN(S(=O)(=O)c2ccccc2)CC1,i,-0.1,0.4
COc1ccc(NC(=O)CC2Sc3ncnn3C2=O)cc1 (stereo not given),i,0.95,-0.7
COc1ccc(/C=C/C(=O)NCc2ccccn2)cc1OC,i,0.54,-0.8
CC(C)CNS(=O)(=O)c1ccc(OCC(=O)Nc2ccc3c(c2)OCO3)c(Cl)c1,i,0.94,0.7
Cn1c(=O)c2c(nc(CN3CCN(Cc4ccccc4)CC3)n2Cc2ccc(Cl)cc2)n(C)c1=O,i,-0.07,0.5
CCN1CCN(CCCNC(=O)c2ccc(CS(=O)c3ccc(Br)cc3)o2)CC1 (stereo not given),i,0.87,-0.4
COc1ccc(Cl)cc1NC(=O)COc1ccc(S(=O)(=O)N2CCOCC2)cc1C,i,-1.65,0.3
Cc1ccc2oc(=O)n(Cc3ccccc3OC(C)C)c2c1,i,-1.87,-4.6
Clc1ccc(CNCCCSc2ncccn2)cc1Cl,i,1.06,0.3
COc1ccccc1CNC(=O)CN(C)Cc1ccc(SC)cc1,i,-5.41*,-0.7
C/C(=N/NC(=O)CNC(=O)c1ccncc1)c1ccc(Cl)cc1,i,-0.55,-1.1
CC(C)CC1Nc2ncnc(N3CCN(c4ccccc4)CC3)c2N(Cc2ccccc2)C1=O (stereo not given),i,1.93,0.2
O=C(c1ccc2c(c1)OCCO2)C1CCN(C(=O)c2ccc(F)c(F)c2)CC1,i,-1.56,-0.2
COc1cc(/C=N/NC(=O)C(=O)NCC2CCCO2)cc(Cl)c1O (stereo not given),i,1.48,1.4
CCc1nnc(NC(=O)[C@@H](NC(=O)c2ccc(OC)cc2)C(C)C)s1,i,2.82,-2.4
Cc1cc(N2CCN(S(=O)(=O)Cc3ccccc3)CC2)n2ncnc2n1,i,0.85,-1.6
COC(=O)c1ccc(Sc2ccc(C)cc2)c(N)c1,i,2.46,0.0
Cc1onc(-c2ccccc2Cl)c1C(=O)NC1CCS(=O)(=O)C1 (stereo not given),i,-0.54,-1.3
O=C(Nc1nc2c(F)cc(F)cc2s1)c1ccco1,i,0.17,0.0
CN(C)C(=O)c1cn(N(C)c2ncc(C(F)(F)F)cc2Cl)c(=O)c2ccccc12,i,0.27,-1.6
Cc1ccc(-n2c(SCC(=O)Nc3cccc(S(=O)(=O)NC4=NCCCCC4)c3)nc3ccccc3c2=O)cc1,i,-0.81,0.2
CCOC(=O)c1ccc2[nH]c3c(c2c1)CCCC3NC=O (stereo not given),i,-1.21,0.2
CCOc1cc(CNCC(C)C)cc(Cl)c1OCc1ccccc1,i,-13.6*,1.8
NC(=O)CSC1=Nc2ccccc2C2=NC(CC(=O)NCc3cccs3)C(=O)N12 (stereo not given),i,1.17,-1.4
CCOC(=O)C1CCN(Cc2nc3ccc(Cl)cc3n2CCO)CC1,i,0.86,-0.1
CNC1(C(N)=O)CCNCC1,i,-1.12,2.7
Cc1ccc(S(=O)(=O)NC(CC(C)C)C(=O)NCc2ccco2)cc1 (stereo not given),i,0.87,0.0
CN(C(=O)c1ccccc1-c1ncc[nH]1)C1CCCN(Cc2ccccc2F)C1 (stereo not given),i,0.96,0.7
C=CCn1c(=O)c(C(=O)NCc2ccc3c(c2)OCO3)c(O)c2cc(OC)c(OC)cc21,i,0.64,-15.8
C/C(=N\NC(=O)c1cc2c(s1)CCC(C)C2)c1cccnc1 (stereo not given),i,-0.45,1.7
Cc1ccc(CN2CCNC(=O)C2CC(=O)N(C)C2CCCCC2)cc1 (stereo not given),i,-0.44,-3.2
CCn1ccnc1CN1CCN(CC(C)C)C(CCO)C1 (stereo not given),i,0.8,-0.1
O=C(CSc1ccc2nnc(-c3ccncc3)n2n1)Nc1nccs1,i,0.01,·
Clc1cccc(Cl)c1Cn1cnc(=NCc2ccco2)c2[nH]cnc21,i,-1.83,-0.3
COC(=O)c1cc2c(-c3ccccc3)c(C)c3ccccn3c-2c1C(=O)OC,i,1.19,-0.5
COCCCC1CCN(Cc2cn[nH]c2-c2cc(OC)c(OC)c(OC)c2)CC1,i,2.21,-1.6
COC(CNC(=O)c1ccc2nc(-c3ccccc3)c(-c3ccccc3)nc2c1)OC,i,0.01,0.0
Cc1ccc(S(=O)(=O)c2c(N)n(/N=C/c3ccco3)c3nc4ccccc4nc23)cc1,i,-1.08,0.0
Cc1cc(NC(=O)CCC(=O)N(Cc2ccco2)C(C(=O)NC2CCCC2)c2ccccc2)no1 (stereo not given),i,0,-1.8
COc1ccc(CCC(=O)OCC(=O)Nc2ccc(C)c(S(=O)(=O)N(C)C)c2)cc1,i,0.54,-2.1
COc1ccccc1-n1nnnc1SCC(=O)Nc1cc(C)on1,i,0.61,-0.9
Cc1cc([N+](=O)[O-])ccc1NCc1ccccc1[N+](=O)[O-],i,-0.07,-2.1
CN(C(=O)COC(=O)CNC(=O)c1ccccc1F)C1CCCCC1,i,-1.57,0.2
NC(=O)c1ccccc1OCC(=O)N1CCc2ccccc2C1,i,0,0.1
O=C(CC(c1ccccc1)c1ccccc1)NCC1CCCO1 (stereo not given),i,0.06,-1.0
Cc1ccccc1-n1c(SCC(=O)N/N=C/c2c(C)nn(-c3ccccc3)c2C)nc2ccccc2c1=O,i,-0.58,-0.6
Cc1ccc(-n2c(Cn3cnc4ccccc43)nnc2SCC(=O)O)cc1,i,-1.17,·
Cc1cccc(NC(=O)CSc2nc(=O)n(CCCN3CCOCC3)c3c2CCCC3)c1,i,-3.2,-1.2
O=C(CSc1nc2ccccc2[nH]1)NC(=O)NCc1ccco1,i,1.37,-0.2
# Next section
SMILES,KCNQ2 inh,Kir21 block,STK33 kinase inh
Cn1c(CSc2ncccn2)nnc1SCC(=O)N1CCCC1,-6.3*,0.54,-1.3
CCOC(=O)C1=C(C)NC(SCC(N)=O)=C(C#N)C1c1ccncc1 (stereo not given),i,0.81,-0.7
CC(C)NC(=O)c1onc(CSc2ccc(Cl)cc2)c1C(=O)NC(C)C,i,-0.38,-1.8
N=C1CCCN1CC(=O)c1ccc(Cl)cc1,i,0.04,5.2
Cn1c2c(c(=O)n(C)c1=O)C(c1ccc(O)cc1)Nc1ccccc1O2 (stereo not given),i,0.14,1.3
COc1cc(C)c(C)cc1S(=O)(=O)N1CCN(Cc2ccccc2)CC1,i,-0.18,-3.8
CN(Cc1cnccn1)Cc1ccccc1OCC(O)CN1CCc2ccccc2C1 (stereo not given),i,0.67,-1.0
CCOCCn1c(COc2ccccc2)nc2ccccc21,i,-0.43,0.1
Cc1ccc(NC(=S)NC(=O)CC2CC(C)(C)OC2=O)cc1 (stereo not given),i,-0.64,-1.0
CCCOc1ccc(N2C(=O)CC(N3CCOCC3)C2=O)cc1 (stereo not given),i,-0.11,-1.8
Cc1cc(O)c(Sc2ccc(Cl)cc2)c(=O)[nH]1,i,-0.01,-1.1
NNc1nc2c(Cl)c(Cl)ccc2s1,i,1.16,·
O=C(NNc1ccc([N+](=O)[O-])cc1[N+](=O)[O-])c1ccco1,i,2.78,2.3
Cc1ccc(C)n1NC(=O)c1cccs1,i,1.02,-0.1
CCOc1nc(C)cc(C)c1S(=O)(=O)c1cccc(C)c1,i,-4.01,0.3
O=c1cc(-c2cccc([N+](=O)[O-])c2)[nH][nH]1,i,-1.85,1.7
CCc1ccc(C(=O)Nc2ccc3nc(C)ccc3c2)cc1,i,0.95,0.7
CCc1ccc(C(=O)Nc2ccc(C)c(NS(C)(=O)=O)c2)cc1,i,1.53,-0.6
CCOC(=O)N1CCN(C(=O)COC(=O)c2oc3ccc(OC)cc3c2C)CC1,i,-0.02,0.2
O=S(=O)(NCCc1ccccc1)c1ccc(Br)cc1,i,-0.26,-2.3
Clc1ccc(-c2nnc(CNC3CC3)o2)cc1,i,0.22,0.0
CN(C)CCCNc1oc(-c2ccccc2Cl)nc1S(=O)(=O)c1ccc(F)cc1,i,-3.01,0.5
CC(=O)Nc1ccc2c(c1)CN(c1cc(C)ccc1C)CO2,i,0.6,1.5
Nn1c(Cc2cccc3ccccc23)nnc1SCc1c(F)cccc1Cl,i,-1.09,-1.8
CCOC(=O)CNC(=O)C(Cc1ccccc1)NS(=O)(=O)c1ccc2c(c1)CCC(=O)N2 (stereo not given),i,-0.49,0.5
Cc1c(CCC(=O)O)c(=O)oc2cc3occ(-c4ccc(Cl)cc4)c3cc12,i,1.92,1.0
COc1cccc(/C=N/Nc2nnc3c(n2)[nH]c2ccccc23)c1OC,i,-0.52,0.2
CCCCCc1ccc(CC(=O)O)cc1,i,-0.91,-3.6
CCOC(=O)N(C)S(=O)(=O)c1ccccc1[N+](=O)[O-],i,1.11,-0.9
CC(C)C(C(=O)NCc1ccco1)N(C(=O)CNS(=O)(=O)c1ccccc1)C1CCCC1 (stereo not given),i,0.11,1.3
Cc1cc2nc(C(C)(C)C)cc(N)n2n1,i,-0.81,2.5
Cc1cccc([C@@H]2[C@@H]3C(=O)N(Cc4ccccc4)C(=O)[C@@H]3[C@]3(Cc4ccccc4)C(=O)N(c4cccc(Cl)c4)C(=O)N23)c1,i,0.04,-0.4
CC(=O)Nc1c2c(nn1-c1ccc(C)cc1C)CSC2,i,1.36,-0.5
Nc1nc(C(F)(F)F)cc(=O)n1N,i,0,-1.1
COC(=O)c1ccc2c(=O)n(CC3CCCO3)c(=S)[nH]c2c1 (stereo not given),i,0.87,-0.5
COc1ccccc1CNC(=O)c1ccccc1OC,i,-1.81,-1.1
COc1cc(C(c2sc3nc(C)nn3c2O)N2CCN(c3ccccc3)CC2)cc(OC)c1OC (stereo not given),i,-0.88,-0.7
O=C1Nc2ccccc2N(O)N1c1cc(-c2ccccc2)[nH]n1,i,-0.96,0.1
CCOC(=O)c1nc(C)nc(Sc2n[nH]c(-c3ccccc3)n2)c1C,i,0.6,-0.1
CC(C)=CCc1c(O)ccc(C2COc3c(CC=C(C)C)c(O)cc(O)c3C2=O)c1O (stereo not given),i,0.37,-0.1

# Results in STK33 kinase inh and KCNQ2 inh (4 entries from above):
structure | STK33 kinase inh | KCNQ2 inh
Cc1cccc([C@@H]2[C@@H]3C(=O)N(Cc4ccccc4)C(=O)[C@@H]3[C@]3(Cc4ccccc4)C(=O)N(c4cccc(Cl)c4)C(=O)N23)c1 | -0.4 | i
CCCCCc1ccc(CC(=O)O)cc1 | -3.6 | i
CC(=O)Nc1ccc2c(c1)CN(c1cc(C)ccc1C)CO2 | 1.5 | i
CCOC(=O)N(C)S(=O)(=O)c1ccccc1[N+](=O)[O-] | -0.9 | i

# Entries of single compounds as entered above. Order of screens: KCNQ2 inh, Kir21 block, STK33 kinase inh
# Shown for O=C1Nc2ccccc2N(O)N1c1cc(-c2ccccc2)[nH]n1 → i, -0.96, 0.1
# Shown for O=C(CC(c1ccccc1)c1ccccc1)NCC1CCCO1 (stereo not given) → i, 0.06, -1.0
# Shown for COc1ccc(CCC(=O)OCC(=O)Nc2ccc(C)c(S(=O)(=O)N(C)C)c2)cc1 → i, 0.54, -2.1
# Shown for CC(C)CNS(=O)(=O)c1ccc(OCC(=O)Nc2ccc3c(c2)OCO3)c(Cl)c1 → i, 0.94, 0.7
# Shown for C/C(=N/NC(=O)CNC(=O)c1ccncc1)c1ccc(Cl)cc1 → i, -0.55, -1.1

# (listing goes on)
SMILES,KCNQ2 inh,Kir21 block,STK33 kinase inh
Cc1cccc(NC(=O)CSc2nc(NS(=O)(=O)c3ccccc3)cc(=O)[nH]2)c1,i,0.48,-0.2
O=C(O)c1cccc(NC(=O)c2cccc(NC(=O)C3CCCO3)c2)c1 (stereo not given),i,-2.91,-2.9
Cc1ccc2c(=O)cc(C(=O)Nc3ccc(S(=O)(=O)Nc4onc(C)c4C)cc3)oc2c1,i,1.22,·
Cc1ccc(Cl)cc1NC(=O)c1ccccn1,i,-1.03,-1.2
CC1CC1C(=O)OCC(=O)NC(=O)NC12CC3CC(CC(C3)C1)C2 (stereo not given),i,-1.14,-2.9
O=C1CN(C(=O)c2ccccc2)c2ccccc2N1,i,0.38,-1.7
CCOC(=O)C1CCN(Cc2ccc(OCc3ccccc3)c(OC)c2)CC1,i,-2.17,-0.8
